HUVEC prolif 384: blocks proliferation of human endothelial cells; HUVEC proliferation, CellTiter-Glo luminescence, 72 h; hits give low values; viability, % at 10 µM (by protocol); actives 1.1% (n = 86,000);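 active means viability at or below 30%; inactive means viability above 30%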;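 further: 100% = median luminescence of DMSO-only cell control wells on each plate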
CYP2C19 activ: cytochrome P450 2C19 (human) activation | recombinant CYP2C19, luciferin-H EGE luminescence; hits give high values; 0 = fully inhibited enzyme, 1 = untreated enzyme | 96,000 tested, under 10 active | AID 1025 | activation factor at 5 µM;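 active means activation factor of at least 2 at 5 µM in the primary screen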;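 further: 0 = wells with 2.5 mM tranylcypromine and 1 = vehicle-only wells; values of inactives mirror those of a sister screen read the other way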
Target sequence (P33261 whole entry, looked up): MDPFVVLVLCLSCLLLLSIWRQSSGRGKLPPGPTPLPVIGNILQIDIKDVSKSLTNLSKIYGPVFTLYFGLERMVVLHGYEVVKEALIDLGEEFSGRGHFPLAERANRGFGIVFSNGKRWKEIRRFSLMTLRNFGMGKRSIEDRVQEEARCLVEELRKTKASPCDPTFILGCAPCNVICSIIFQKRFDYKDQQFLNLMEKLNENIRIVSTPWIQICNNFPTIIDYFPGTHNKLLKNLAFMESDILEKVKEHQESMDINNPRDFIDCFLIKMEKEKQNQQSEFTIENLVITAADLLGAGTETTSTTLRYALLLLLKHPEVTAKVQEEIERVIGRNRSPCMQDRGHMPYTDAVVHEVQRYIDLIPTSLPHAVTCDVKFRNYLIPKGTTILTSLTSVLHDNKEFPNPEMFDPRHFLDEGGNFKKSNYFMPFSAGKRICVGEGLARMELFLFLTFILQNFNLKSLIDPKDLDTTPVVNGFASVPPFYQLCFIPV
ERa SRC1 pot: enhances coactivator binding to human estrogen receptor alpha | P03372 | TR-FRET ERalpha-LBD/SRC-Cy5 coactivator binding, 2 h; 100 = basal binding, no effect | coactivator binding (% of control), % at 25.6 µM | actives 1.3% (n = 86,000) | AID 639; in the data active means activity above about 200%;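 further: binding measured in presence of low estradiol as agonist stimulus; 0% = peptide alone without receptor and 100% = receptor with peptide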
Fibroblast inh: blocks proliferation of human lung fibroblasts; LL 47 human lung fibroblast viability, ATP luminescence; hits give low values; actives 1.1% (n = 85,000); viability, % at 10 µM;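 active means viability at or below 50% in the single dose screen; inactive means viability above 50%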;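 further: compound exposure lasted 72 h before the ATP readout; 100% = median luminescence of untreated cell-only wells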
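Benchmarks: Cell-only wells, no compound | Test system: LL 47 human lung fibroblasts, passage 12 or lower | Input: 1,150 cells/well | Measured by: CellTiter-Glo luminescence measuring cellular ATP | Medium: IMEM, 15% FBS supplement | Schedule: Overnight attachment after seeding, then 72 h compound exposure at 37 °C | Doses: Compound addition at 0.1% DMSO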
H69AR inhibit: growth inhibitors of human H69AR lung tumor cells. H69AR lung tumor viability, ATP luminescence, 72 h; hits give low values. viability, % at 10 µM. actives 6% (n = 85,000). AID 598;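 active means viability at or below 40%; inactive means viability above 40%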;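 further: multidrug resistant small cell line overexpressing MRP-1 efflux transporter; 100% = mean luminescence of untreated control wells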
CD11b adhes enh: increases human CD11b/CD18 adhesion to fibrinogen | P05107+P11215 | K562 CD11b/CD18 adhesion to fibrinogen, ATPlite luminescence | activation, % at 10 µM | actives 0.07% (n = 93,000) | AID 1499;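 active means 10 µM primary screen giving 50% or more activity, confirmed by 40% or more on retest at that dose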; further: strong numbers were not always called active
CD11b adhes inh: CD11b/CD18-fibrinogen binding inhibition; P05107+P11215; actives 0.54% (n = 93,000); K562 CD11b/CD18 adhesion to fibrinogen, ATPlite luminescence; Mn2+ added to activate the integrin; inhibition, % at 10 µM; AID 1497;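 active means primary inhibition of 50% or more at 10 µM, then 40% or more on retest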; further: some results filed as inactive read as strong as hits
ERa SRC1 inh: blocks coactivator binding to human estrogen receptor alpha; P03372; TR-FRET ER-alpha LBD / SRC-1 peptide, estradiol-bound; inhibition, % at 25.6 µM; actives 1.7% (n = 86,000); in the data active means inhibition above about 50%;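 further: 0% = receptor plus peptide control and 100% = peptide only without receptor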
CYP2C19 inhib: inhibitors of human CYP2C19; P33261; CYP2C19 Supersomes, luciferin-H EGE luminescence, 30 min; inhibition, % at 5 µM; actives 21% (n = 96,000); AID 778;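 active means CYP2C19 inhibition above a set limit at 5 µM in the primary screen, cut at about 50% in these data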;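 further: plate controls were negative control wells for no effect and 2.5 mM tranylcypromine positive control for full effect; values of inactives mirror those of a sister screen read the other way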
* hit, by the source's call; x = not tested or not shown; [ ] = dose if it differs, or a comment. Hits appear at their usual frequency; about 26% have a hit in one of these screens.

SMILES	HUVEC prolif 384	CYP2C19 activ	ERa SRC1 pot	Fibroblast inh	H69AR inhibit	CD11b adhes enh	CD11b adhes inh	ERa SRC1 inh	CYP2C19 inhib
Cn1c(=O)c2ncn(CC(=O)Nc3cc(C(F)(F)F)ccc3N3CCOCC3)c2n(C)c1=O	95	0.6	147[fluorescence artefact?]	99	90	-3	-16	-12	41
Cc1cccc(CC(Cc2nc3ccccc3[nH]2)c2nc3ccccc3[nH]2)c1 (stereo not drawn)	x	0.1	x	x	x	0	-2	x	93*
CCCc1[nH][nH]c(=O)c1C(c1ccc(Br)cc1)C(C#N)C#N (stereo not drawn)	76	0.6	31	101	88	2	6	16	43
CCOc1ccc(NC(=O)c2ccccc2OCC(=O)c2ccc(C)cc2)cc1	x	0.9	x	x	x	-2	5	x	12
O=c1cc(-c2ccc(Cl)cc2)[nH][nH]1	99	1.1	89	107	91	x	x	1	-9
O=C(NCc1cccs1)c1csc2ccccc12	96	0.1	85	99	102	2	-25	0	85*
COCCn1nnnc1C(c1ccc(Cl)cc1)N1CCSCC1 (stereo not drawn)	93	0.2	125	107	91	2	19	-8	79*
CCOC(=O)c1ccccc1NC(=O)CSc1ncc(C(=O)OCC)c(N)n1	90	0.6	103	100	87	2	-15	-7	40
CC(=O)Nc1ncc2c(n1)CC(c1ccco1)CC2=O (stereo not drawn)	112	0.9	79	108	98	-3	-19	-3	7
NC(=O)C1CCN(c2nc(C3CC3)nc3c2nnn3Cc2ccccc2)CC1	93	1	93	94	78	-4	-5	12	4
Cc1nc2sc(C(c3ccccc3)N3CCC(O)CC3)c(O)n2n1 (stereo not drawn)	99	1	85[fluorescence artefact?]	103	100	-1	-17	2	-2
CCn1cnc2cc(NCc3ccncc3)ccc21	94	0.5	101[fluorescence artefact?]	104	86	0	-2	2[fluorescence artefact?]	49
NC(=O)CCn1c(=O)oc2ccccc21	96	1.2	105	99	98	-2	-7	-2	-15
NC(=O)CSc1nnc(Cn2c(=O)sc3ccccc32)n1CCc1ccccc1	99	x	89	101	92	x	x	15	x
O=C(CC1N=C2c3ccccc3N=C(SCc3ccccc3Cl)N2C1=O)NCc1ccco1 (stereo not drawn)	70	0.6	113	94	78	15	-22	39	38
O=C(O)CCC(=O)OCC1CCCCC1	96	1.1	102	100	68	-4	-9	1	-5
Cn1c(=O)[nH]c(=O)c2c1nc(NCCCn1ccnc1)n2Cc1cccc(Br)c1	78	x	110	93	89	x	x	-10	x
COC(=O)c1cccc(N(C(=O)c2ccco2)C(C(=O)NC2CCCC2)c2ccco2)c1 (stereo not drawn)	93	x	99	103	32*	x	x	-15	x
CCCCC(=O)Nc1cccc(NC(=O)c2ccccc2Br)c1	x	0.4	x	x	x	0	-30	x	58*
CCCn1c(SCC(=O)NCCc2ccccc2)nnc1-c1ccco1	97	x	117	101	96	x	x	-8	x
Cc1nnc(SCC(=O)Nc2sccc2C#N)n1Cc1ccccc1	x	1.1	x	x	x	-3	16	x	-8
CN(C)S(=O)(=O)N1CCN(C(=O)c2cccs2)CC1	104	0.2	119	102	104	-3	0	-2	76*
O=c1c(/C=C(\O)c2ccc(F)cc2)nc2ccccc2n1-c1ccccc1	96	0.9	100	93	51	-1	-1	16[fluorescence artefact?]	10
O=C(NC1CCCc2ccccc21)c1cncc(Br)c1 (stereo not drawn)	117	0.8	105	107	86	0	-17	1	18
NC(=O)C1(N2CCCCC2)CCN(C(=O)NC2CCCCC2)CC1	100	1	110	x	102	-4	0	6	2
CCOC(=O)NC(NCC(O)c1ccccc1)(C(F)(F)F)C(F)(F)F (stereo not drawn)	99	0.3	90[fluorescence artefact?]	108	96	-1	-15	-4	65*
Cc1ccc(C(=O)C2COC(=O)C2)cc1 (stereo not drawn)	90	1	101	87	72	-2	-20	21	0
Nc1cc(-c2ccccc2)ccc1O	88	0.5	119[fluorescence artefact?]	86	54	x	x	-6	50
CCOCCCn1c(SCC(=O)NCc2ccco2)nc2c(sc3ccccc32)c1=O	74	0.7	120	96	78	0	56*	15	26
CN(CC(=O)Nn1cnnc1)S(=O)(=O)c1ccc(Br)cc1	109	0.2	100	102	100	0	-8	0	83*

Entries shown so far that have a cyano group:
SMILES	HUVEC prolif 384	CYP2C19 activ	ERa SRC1 pot	Fibroblast inh	H69AR inhibit	CD11b adhes enh	CD11b adhes inh	ERa SRC1 inh	CYP2C19 inhib
CCCc1[nH][nH]c(=O)c1C(c1ccc(Br)cc1)C(C#N)C#N (stereo not drawn)	76	0.6	31	101	88	2	6	16	43
Cc1nnc(SCC(=O)Nc2sccc2C#N)n1Cc1ccccc1	x	1.1	x	x	x	-3	16	x	-8

Next section
SMILES	HUVEC prolif 384	CYP2C19 activ	ERa SRC1 pot	Fibroblast inh	H69AR inhibit	CD11b adhes enh	CD11b adhes inh	ERa SRC1 inh	CYP2C19 inhib
COc1ccc(OC)c(CN2C(=O)c3ccccc3C2C(=O)NCc2cccnc2)c1 (stereo not drawn)	93	0.4	117	108	97	0	0	-4	57*
CCOC(=O)C(NC(=O)CC)(Nc1cc(C)on1)C(F)(F)F (stereo not drawn)	89	0.7	107	99	107	0	-30	-10	31
CC(=O)OCC1OC(Sc2cccc3cccnc23)C(OC(C)=O)C(OC(C)=O)C1OC(C)=O (stereo not drawn)	x	1	x	x	x	1	-17	x	-1
CCc1nnc(NC(=O)C2CCCCC2)s1	101	0.9	99	100	91	2	6	-5	6
S=c1[nH]nc(-c2ccc(Br)o2)n1Cc1ccccc1	x	0.4	x	x	x	-2	-5	x	61*
CC(=O)Nn1c(-c2ccccc2)cc2ccccc21	95	0.8	99[fluorescence artefact?]	98	86	-4	0	7[fluorescence artefact?]	24
CN(CC(=O)Nc1ccc(Cl)cc1)CC(=O)Nc1cc(Cl)ccc1C#N	94	0.4	123	85	75	-2	7	-3	63*
CC(=O)Nc1c(O)nc(SCC(=O)Nc2ccc(C(C)=O)cc2)[nH]c1=O	108	1.1	86	92	94	-1	9	6	-14
CCOC(=O)C1=C(C)NC(C)=C(C(=O)OCC)C1c1cn(-c2ccccc2)nc1-c1ccco1	40	0.9	114	82	70	-1	-3	-2	13
Cc1ccc2nc(N3C(=O)C(O)=C(C(=O)c4ccco4)C3c3cccs3)sc2c1 (stereo not drawn)	x	0.9	x	x	x	-6	52*	x	9
CS(=O)(=O)N(CCc1ccccc1)CC(=O)N1CCN(Cc2ccccc2)CC1	97	x	105	103	94	x	x	27	x
Cn1cc(/C=N/n2cnc3scc(-c4ccccc4)c3c2=O)c2ccccc21	38	0.9	83	51	28*	-2	-1	4	12
CCC(C)(C(=O)NC1CCCC1)N(CC1CCCO1)C(=O)c1ccc2c(c1)OCO2 (stereo not drawn)	96	0.9	115	108	98	x	x	-6	10
O=C(CN1CCCN(S(=O)(=O)c2ccc(Br)cc2)CC1)Nc1ccc2cn[nH]c2c1	101	x	99	103	2.1*	x	x	16	x
COc1cc(C2C(C(=O)OC(C)C)=C(C)Nc3ncnn32)cc(OC)c1OC (stereo not drawn)	94	0.8	111	87	102	-2	-3	0	20
Cc1cc(C)c(S(=O)(=O)N2CCCCC2)cc1N(C)S(=O)(=O)c1ccc(Cl)cc1	x	0.6	x	x	x	-3	-14	x	38
CC(=O)/C=C1\SC(CC(=O)O)C(=O)N1c1ccccc1 (stereo not drawn)	x	1	x	x	x	6	-10	x	-4
Cn1c(=O)[nH]c(=O)c2c1nc(Br)n2CC(O)c1ccccc1 (stereo not drawn)	94	0.9	125	95	x	-3	16	-8	10
CN(c1ccccc1)c1nc(-n2ccnc2)nc(-n2ccnc2)n1	83	0.2	112	88	32*	x	x	-4	79*
COc1ccc(-n2c(Cn3c(=O)sc4ccccc43)nnc2SC)cc1	108	x	89	101	105	x	x	-7	x
CCN(C#N)c1nc(N(C)C)nc(N(C)C)n1	102	1.1	136	100	101	2	-7	-6	-8
CCC(=O)c1cc(F)c(N2CCN(C(=O)Cc3ccccc3)CC2)cc1C	x	0.2	x	x	x	-4	-4	x	85*
CC(C)n1nnnc1SCC(=O)c1ccc2c(c1)OCCO2	95	0.4	106	102	92	x	x	11	63*
CCn1c(=O)c(=O)[nH]c2cc(C(=O)NC3CCCc4ccccc43)ccc21 (stereo not drawn)	66	0.9	97	69	32*	0	5	8[fluorescence artefact?]	7
Cc1ccc(N/C=C(\C#N)c2ccc(OCCCF)cc2)cc1	90	0.8	98	102	98	-1	4	-14	20
CCCC1=NN2C(=N)/C(=C\c3ccc(SCc4ccco4)o3)C(=O)N=C2S1	95	1	61[fluorescence artefact?]	100	92	4	64*	84*[fluorescence artefact?]	4
CCS(=O)(=O)N1CCCC(C(=O)NCCCN(C)Cc2ccccc2)C1 (stereo not drawn)	x	1	x	x	x	4	5	x	-3

Structures above containing bromine (8):
SMILES	HUVEC prolif 384	CYP2C19 activ	ERa SRC1 pot	Fibroblast inh	H69AR inhibit	CD11b adhes enh	CD11b adhes inh	ERa SRC1 inh	CYP2C19 inhib
CCCc1[nH][nH]c(=O)c1C(c1ccc(Br)cc1)C(C#N)C#N (stereo not drawn)	76	0.6	31	101	88	2	6	16	43
Cn1c(=O)[nH]c(=O)c2c1nc(NCCCn1ccnc1)n2Cc1cccc(Br)c1	78	x	110	93	89	x	x	-10	x
CCCCC(=O)Nc1cccc(NC(=O)c2ccccc2Br)c1	x	0.4	x	x	x	0	-30	x	58*
O=C(NC1CCCc2ccccc21)c1cncc(Br)c1 (stereo not drawn)	117	0.8	105	107	86	0	-17	1	18
CN(CC(=O)Nn1cnnc1)S(=O)(=O)c1ccc(Br)cc1	109	0.2	100	102	100	0	-8	0	83*
S=c1[nH]nc(-c2ccc(Br)o2)n1Cc1ccccc1	x	0.4	x	x	x	-2	-5	x	61*
O=C(CN1CCCN(S(=O)(=O)c2ccc(Br)cc2)CC1)Nc1ccc2cn[nH]c2c1	101	x	99	103	2.1*	x	x	16	x
Cn1c(=O)[nH]c(=O)c2c1nc(Br)n2CC(O)c1ccccc1 (stereo not drawn)	94	0.9	125	95	x	-3	16	-8	10
